MITF inh = MITF inhibitors, primary screen, biochemical, AlphaScreen, human; 650,000 tested, 0.91% active; Microphthalmia-associated transcription factor (Homo sapiens), O75030; AID 1259374, 2018; AlphaScreen MITF homodimerization, bead proximity signal; inhibition, % at 2.6 µM; in the data active = inhibition above about 50%;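 note: 0% = vehicle wells with protein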
FBW7 act = FBW7 E3 ligase activators, primary screen, biochemical, AlphaScreen, human. F-box/WD repeat-containing protein 7 (Homo sapiens), Q969H0. AlphaScreen FBW7–phospho-cyclin E peptide binding, activator screen. normalized activity (activation), % at 26.1 µM. 650,000 tested, 0.13% active; in the data active = normalized activity above about 1.9%;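 note: purified mutant Fbw7 with reduced substrate affinity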
Target sequence (Q969H0 whole entry, looked up): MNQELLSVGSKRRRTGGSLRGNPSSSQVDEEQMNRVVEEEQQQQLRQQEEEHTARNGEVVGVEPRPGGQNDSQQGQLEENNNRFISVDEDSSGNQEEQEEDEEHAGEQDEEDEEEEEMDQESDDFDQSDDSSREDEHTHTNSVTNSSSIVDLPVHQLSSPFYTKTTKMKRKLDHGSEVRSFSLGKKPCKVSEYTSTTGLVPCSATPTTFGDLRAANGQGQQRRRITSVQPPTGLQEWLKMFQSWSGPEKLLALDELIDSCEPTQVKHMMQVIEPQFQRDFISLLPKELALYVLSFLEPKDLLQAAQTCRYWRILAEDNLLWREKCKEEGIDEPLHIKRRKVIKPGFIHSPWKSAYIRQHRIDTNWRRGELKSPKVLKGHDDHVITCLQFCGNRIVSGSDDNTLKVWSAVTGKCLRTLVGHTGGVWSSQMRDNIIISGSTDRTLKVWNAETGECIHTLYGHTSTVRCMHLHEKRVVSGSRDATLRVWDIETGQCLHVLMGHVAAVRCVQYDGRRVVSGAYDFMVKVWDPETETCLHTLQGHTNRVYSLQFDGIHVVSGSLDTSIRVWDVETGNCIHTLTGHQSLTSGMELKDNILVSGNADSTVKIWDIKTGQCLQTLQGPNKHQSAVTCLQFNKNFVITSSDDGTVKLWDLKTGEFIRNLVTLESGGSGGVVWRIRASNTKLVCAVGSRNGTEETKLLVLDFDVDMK
GPR151 activ = activators of human GPR151, primary screen, cell-based, PathHunter beta-arrestin, luminescence | activation, % at 11.2 µM | 650,000 tested, 1% active | G-protein coupled receptor 151 (Homo sapiens), Q8TDV0 | PathHunter beta-arrestin GPR151 cells; in the data active = activation above about 4.9%;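 note: 0% = median of compound wells and 100% = cells with positive control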
Target sequence (Q8TDV0 whole entry, looked up): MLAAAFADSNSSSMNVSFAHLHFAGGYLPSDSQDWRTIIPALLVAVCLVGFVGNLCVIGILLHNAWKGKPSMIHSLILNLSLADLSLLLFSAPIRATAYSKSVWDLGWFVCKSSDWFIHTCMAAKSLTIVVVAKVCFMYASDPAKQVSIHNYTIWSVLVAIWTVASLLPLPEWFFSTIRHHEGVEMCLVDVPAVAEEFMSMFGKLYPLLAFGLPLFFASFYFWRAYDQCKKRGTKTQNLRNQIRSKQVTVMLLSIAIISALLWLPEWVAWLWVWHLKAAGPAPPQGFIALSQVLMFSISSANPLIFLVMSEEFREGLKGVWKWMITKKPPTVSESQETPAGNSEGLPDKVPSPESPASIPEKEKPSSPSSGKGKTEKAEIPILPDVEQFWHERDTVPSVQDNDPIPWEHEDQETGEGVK
TEAD-YAP inh = TEAD-YAP interaction inhibition, primary screen, TEAD-YAP interaction inhibitor project, luminescence, HEK-TIYL cells; TEAD-Gal4/YAP UAS-luciferase luminescence; inhibition, % at 9.12 µM; 640,000 tested, 1.4% active; in the data active = inhibition above about 32%;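 note: 0% = median of test compound wells and 100% = reference inhibitor wells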
An asterisk follows results filed as active; / = not tested or not shown.

The opening 14 compounds (preview)
SMILES	MITF inh	FBW7 act	GPR151 activ	TEAD-YAP inh
COc1ccccc1C(C)NCC(=O)N1CCc2ccccc21 (stereo not given)	47	-0.3	-0.3	-6
O=C(O)C1CCCc2c1[nH]c1ccc(Br)cc21 (stereo not given)	10	0.2	0.3	-7
COc1ccc(C)cc1N(CC(N)=O)S(C)(=O)=O	-3	0.2	7.7*	2
COc1ccc(CCNC(=O)c2cccc(-c3cccc(C(C)=O)c3)c2)cc1	2	0.0	-0.2	0
COc1ccc(C2CC(C(F)(F)F)n3ncc(C(=O)Nc4ccc(C)cc4)c3N2)cc1OC (stereo not given)	1	-0.1	-0.3	-3
COc1cccc(C(=O)OC(C)CN2CCCC2)c1 (stereo not given)	6	0.0	0.2	-1
O=C1N[C@@H](Cc2ccccc2)C(=O)N2CCN(CC3CC3)C[C@H]12	17	0.7	0.8	4
CCCOc1ccc(/C=N/NC(=O)C(=O)Nc2ccc(OCC)cc2)cc1OCC	5	0.0	0.1	-1
CO[C@@H]1COC(=O)C/C=C/[C@H](C)[C@H](OC)COC(=O)[C@H](C)COC(=O)C/C=C/[C@@H]1C	-1	-0.1	5.1*	/
CCOC(=O)c1ccc(S(=O)(=O)Nc2ccccn2)o1	-31	-0.1	-1.4	6
CC(=O)N1N=C(c2ccc(Br)cc2)CC1c1nc2ccccc2[nH]1 (stereo not given)	12	0.3	2.3	-14
C[C@@H]1CN(C(=O)c2nc3ccc(Cl)cn3c2CNC(C2CC2)C2CC2)C[C@H](C)O1	13	0.2	0.1	-4
N#CC1=C(N)NC(S)=C(C(N)=O)C1c1ccccc1F (stereo not given)	11	-0.1	2.5	3
O=S(=O)(c1ccc(Br)c2ccccc12)N1CCCC1	-12	0.3	0.9	-6

The list itself (from the top)
SMILES	MITF inh	FBW7 act	GPR151 activ	TEAD-YAP inh
COc1ccccc1C(C)NCC(=O)N1CCc2ccccc21 (stereo not given)	47	-0.3	-0.3	-6
O=C(O)C1CCCc2c1[nH]c1ccc(Br)cc21 (stereo not given)	10	0.2	0.3	-7
COc1ccc(C)cc1N(CC(N)=O)S(C)(=O)=O	-3	0.2	7.7*	2
COc1ccc(CCNC(=O)c2cccc(-c3cccc(C(C)=O)c3)c2)cc1	2	0.0	-0.2	0
COc1ccc(C2CC(C(F)(F)F)n3ncc(C(=O)Nc4ccc(C)cc4)c3N2)cc1OC (stereo not given)	1	-0.1	-0.3	-3
COc1cccc(C(=O)OC(C)CN2CCCC2)c1 (stereo not given)	6	0.0	0.2	-1
O=C1N[C@@H](Cc2ccccc2)C(=O)N2CCN(CC3CC3)C[C@H]12	17	0.7	0.8	4
CCCOc1ccc(/C=N/NC(=O)C(=O)Nc2ccc(OCC)cc2)cc1OCC	5	0.0	0.1	-1
CO[C@@H]1COC(=O)C/C=C/[C@H](C)[C@H](OC)COC(=O)[C@H](C)COC(=O)C/C=C/[C@@H]1C	-1	-0.1	5.1*	/
CCOC(=O)c1ccc(S(=O)(=O)Nc2ccccn2)o1	-31	-0.1	-1.4	6
CC(=O)N1N=C(c2ccc(Br)cc2)CC1c1nc2ccccc2[nH]1 (stereo not given)	12	0.3	2.3	-14
C[C@@H]1CN(C(=O)c2nc3ccc(Cl)cn3c2CNC(C2CC2)C2CC2)C[C@H](C)O1	13	0.2	0.1	-4
N#CC1=C(N)NC(S)=C(C(N)=O)C1c1ccccc1F (stereo not given)	11	-0.1	2.5	3
O=S(=O)(c1ccc(Br)c2ccccc12)N1CCCC1	-12	0.3	0.9	-6
O=C1CN(C(=O)CC2C(=O)NCCN2CC2CCCCC2)CCN1 (stereo not given)	-3	0.0	1.0	8
Cc1ccc(C(=O)CCNc2ccc(Cl)cc2)o1	14	0.1	1.8	-26
COCCNC(=O)C1Sc2nnc(-c3ccccc3)n2NC1c1ccc(OC)cc1 (stereo not given)	3	-0.2	-0.2	-5
COc1ccc(-c2nnc(NC(=O)c3ccc(OC)c(OC)c3)o2)cc1	9	-0.5	-0.8	-2
O=C(Cn1nnc2ccccc21)N/N=C/c1cc(Cl)cc([N+](=O)[O-])c1O	-11	0.0	0.2	-5
O=C(CCC(=O)Nc1ccc(I)cc1)N/N=C/c1ccco1	4	-0.1	0.1	12
C/C(=N/NC(=O)c1cnccn1)c1ccc(O)cc1	-6	-0.4	0.1	-41
COCCCNC(=O)c1cc2c(=O)n3cccc(C)c3nc2s1	-4	-0.1	0.5	-18
CCN1C(=O)/C(=C/c2cc(C)n(-c3cccc([N+](=O)[O-])c3)c2C)C(=O)NC1=S	3	-0.2	0.7	13
CCCCC(=O)Nc1ccc(C(C)C)cc1	4	0.1	0.5	-57
C/C(=N\NC(=O)OC(C)(C)C)c1ccc[nH]1	4	-0.1	1.3	-40
CCOC(=O)c1c(NC(=O)CSc2nnc(CNC(=O)c3ccc(OC)c(OC)c3)n2-c2ccccc2OC)sc2c1CCC2	-10	0.0	0.1	4
CCCCOc1ccc(C(=O)Nc2sccc2C#N)cc1	14	0.8	-0.4	-41
CCN1C(=O)C2C(c3ccccc3F)NC(C(=O)OC)(c3ccccc3)C2C1=O (stereo not given)	0	0.0	1.2	5
Oc1c(C(c2cccc(F)c2)N2CCC(O)CC2)sc2ncnn12 (stereo not given)	-7	-0.1	-0.7	1
CS(=O)(=O)Nc1ccc(OCc2ccccc2)cc1	-1	-0.1	-1.2	-32
COc1ccc(/C=N/NC(=O)c2cc([N+](=O)[O-])ccc2O)cc1	-5	-0.2	-9.1	33*
COc1ccc(CNC(=O)c2cc3c(s2)CCCC3)cc1OC	15	0.7	-0.2	19
COc1ccc(C2/C(=C(/O)c3ccccc3)C(=O)C(=O)N2CC(C)O)cc1OC (stereo not given)	8	-0.2	0.5	0
CCN1C=CC2=C(C#N)C(N)C(C#N)(C#N)C(c3cccs3)C2C1 (stereo not given)	3	-0.3	0.9	-3
CC(C)(C)OC(=O)NC(Cc1ccccc1)C(=O)NCC(=O)O (stereo not given)	-1	0.0	-0.8	7
Cc1nnc(-c2ccc(N3CCCCCC3)c([N+](=O)[O-])c2)o1	15	0.0	1.7	-25
CCCOc1cccc2c1CCN(C)C2=O	7	1.0	-0.7	-4
O=C(CC1C(=O)NCCN1C/C=C/c1ccccc1)NCCCC1CCCC1 (stereo not given)	-11	-0.2	3.5	-4
COc1cccc(-n2c(=S)sc3c(=O)n(-c4ccccc4OC)c(SCC4OCCO4)nc32)c1	-4	-0.3	-0.8	4
CC1(C)CC(NC(=O)CCc2nnc(Cc3cccc(C(F)(F)F)c3)o2)CCO1 (stereo not given)	6	0.0	0.0	-24
CC(=O)c1cc(Br)ccc1OCc1ccc(C#N)cc1	11	0.7	-0.1	-9
CCN(CC)CCCNC(=O)c1cn(C2CCCCC2)c(=O)c2c1c1ccccc1n2C	-4	-1.0	0.8	0
Cc1cc2c(c(=O)o1)C(c1cccnc1)C(C#N)=C(N)O2 (stereo not given)	-5	-0.1	0.1	-11
CCOC(=O)c1sc2nc(SCc3ccccc3C)n(Cc3ccc(OC)cc3)c(=O)c2c1C	-2	0.0	2.5	0
O=C1Nc2ccc(Br)cc2C1(O)c1c[nH]c2ccccc12 (stereo not given)	-13	0.1	-0.3	3
CCN1C(=O)S/C(=C/c2ccc(OCC(N)=O)c(OC)c2)C1=O	22	0.5	-1.8	-2
CCCn1c(SC(C)C(=O)O)nc2ccccc21 (stereo not given)	-1	0.5	0.5	-8
O=C(CN(Cc1ccccc1Cl)S(=O)(=O)c1ccc(Cl)cc1)NC1CC1	-10	-0.1	-0.2	-6
COCCCNCCCOc1ccc(C)cc1[N+](=O)[O-]	64*	0.5	-0.4	-4
CCOc1ccc(NC(=O)c2cc(Cl)sc2Cl)c([N+](=O)[O-])c1	-13	0.1	-0.8	-3
CCCOC(=O)C1=C(C)NC2=C(C(=O)CC(c3cccs3)C2)C1c1ccc(F)cc1 (stereo not given)	-9	0.9	-1.3	12
CCC1CCCCN1C(=O)C1=CC(c2ccc(C)cc2)=NS(=O)(=O)N1C (stereo not given)	6	-0.1	-2.3	-3
O=C(NCc1cccnc1)C1CCN(c2cnccn2)CC1	-4	-0.1	-0.3	5
CCc1ccccc1NC(=O)c1cc(S(=O)(=O)N2CCC(C)CC2)ccc1F	-5	-0.1	-1.9	-6
COc1ccc(-n2c(COc3ccc4c(c3)OCO4)n[nH]c2=S)cc1	-4	-0.2	-1.3	1
CCN(CC)Cc1ccccc1C(O)c1ccccc1 (stereo not given)	-5	0.0	-0.3	1
Cc1cnc(C(=O)NCCc2nc(-c3ccc(Cl)cc3)n[nH]2)cn1	-6	-0.2	-0.2	-5
CC(C)(CC(=O)Nc1ccc(F)cc1F)CC(=O)Nc1ccc(F)cc1F	7	-0.1	0.3	-1
Cc1sc2nc(C(C)C)n3c(=O)n(CC(=O)NC(C)C)nc3c2c1C	0	-0.1	0.5	11
NC(=O)CN1C(=O)C(O)(CC(=O)c2ccc3c(c2)CCCC3)c2ccccc21 (stereo not given)	2	0.1	1.8	2

(further entries)
SMILES	MITF inh	FBW7 act	GPR151 activ	TEAD-YAP inh
Cc1cc(C)c(OCC(O)CN2CCOCC2)c(C)c1 (stereo not given)	-2	0.0	3.3	5
O=C(NCCCN1CCOCC1)c1cc(-c2ccccc2F)no1	8	0.6	0.1	-29
O=C(NCCO)Nc1ccc2nc(-c3cccs3)c(-c3cccs3)nc2c1	7	0.1	0.2	10
CCC(Cc1ccccc1)NS(=O)(=O)c1cc(Br)cnc1N (stereo not given)	6	0.1	-0.7	11
COc1cc(Nc2cnn(C34CC5CC(CC(C5)C3)C4)c(=O)c2Cl)cc(OC)c1	8	-0.4	0.9	1
CC(C)OC(=O)c1cccc(C(=O)Oc2ccc(F)cc2)n1	3	-0.1	-0.6	3
CCOC(=O)c1c(C)oc2ccc(NS(=O)(=O)c3ccc(C(=O)O)cc3)cc12	-8	0.3	2.0	-5
O=C(c1cccc(F)c1)N1CCN(c2ccccc2)CC1	7	0.1	0.0	2
CCCCOCCCNS(=O)(=O)c1ccc(NC(C)=O)cc1	7	0.0	0.4	10
COc1cc(C2SC[C@H]3C(=O)N(c4ccccc4)C(=O)N23)cc(OC)c1OC (stereo not given in full)	-16	-0.1	-0.3	4
CN(c1ccc(C(=O)NCCc2ccccc2)cc1)S(C)(=O)=O	16	-0.2	-5.3	-31
CCOc1ccc2c(c1)sc(=NC(=O)c1ccc(C#N)cc1)n2CCOC	2	-0.1	0.2	-3
Cc1ccc(NC(=O)c2ncn[nH]2)cc1C	-2	0.2	-0.6	-24
CCOc1ccc(Cl)cc1S(=O)(=O)N1CCN(Cc2ccc3c(c2)OCO3)CC1	-14	-0.2	-0.8	5
CCOc1ccc(C2=CC(c3ccc(OC(F)F)cc3)n3nnnc3N2)cc1Cl (stereo not given)	12	0.0	-0.1	7
CCCNc1nccn2c(-c3ccc(N(C)C)cc3)cnc12	17	0.7	0.8	-48
Cc1cc(C)c2c(-n3cccc3)c(C(=O)NCc3ccco3)sc2n1	7	0.2	-1.2	-9
Cc1sc(NC(=O)CSc2nnnn2C2CCCC2)c(C#N)c1C	-5	0.0	-0.7	0
O=C(Nc1ccon1)c1cccc(Cl)c1	17	0.3	-0.9	-4
O=C(Cn1c(SCC(=O)Nc2nccs2)nc2ccccc21)NCc1ccccc1	3	0.2	0.1	1
CN(C)CCNCC(=O)N1CCCc2ccccc21	16	0.9	-1.9	6
COc1cc(C2CC(=O)Nc3c2ccc2ccccc32)c(Br)c(OC)c1OC (stereo not given)	-18	0.0	0.3	59*
CC(=O)Nc1ccc(Nc2cc(C)nc3ncnn23)cc1	6	1.0	-0.3	11
CC(=O)Nc1ccc(N=Cc2c(C)[nH]c3ccccc23)cc1	3	-0.1	2.1	4
C/C(=N/NC(=O)c1ccncc1)c1ccc2c(c1)OCO2	7	-0.1	-1.2	4
COC(=O)c1ccc(/C=c2\sc3nc(=O)c(Cc4ccccc4)nn3c2=O)cc1	9	-0.1	-0.6	-4
CC(C)NC(=O)c1ccc2c(c1)N(CC(=O)Nc1cccc(Cl)c1)C(=O)C(C)(C)O2	14	-0.1	0.1	6
COc1ccccc1-c1nc2c3c(-c4ccccc4)c(-c4ccccc4)oc3ncn2n1	-6	0.0	-0.8	-10
Cc1ccc(C2C(C#N)=C(N)OC3=C2C(=O)CCC3)s1 (stereo not given)	0	0.0	-0.1	-1
CC(C)[C@H](NS(=O)(=O)c1ccc(Cl)c(Cl)c1)C(=O)NC(C)(C)C	-8	0.0	1.1	1
Cc1cc(F)c(F)c(C(=O)N2CCN(C)CC2)c1	3	0.1	0.0	-2
O=C(CN(CCc1ccccc1)S(=O)(=O)c1ccc(Cl)cc1)Nc1ccc2c(c1)OCCO2	0	0.1	1.8	4
O=[N+]([O-])c1ccc2[nH]c(=S)[nH]c2c1	6	0.2	-0.5	3
Nc1c(/C=C2\C=CC(=O)C(Br)=C2)c(=O)nc2sc(N3CCCC3)nn12	-4	-0.2	0.1	-5
CCC(=O)N1c2ccccc2NC2=C(C(=O)CCC2)C1c1ccc(OC)cc1 (stereo not given)	-4	0.0	-0.5	-6
COc1ccc(OC)c(N/C(=N/c2nc(C)cc(C)n2)NC(C)=O)c1	-8	0.2	2.4	-5
CCOc1ccc(C2C(C(=O)OC)=CN(C)C=C2C(=O)OC)cc1OC	7	0.1	4.5	-9
CC1(C)C(CN2C(=O)c3ccccc3C2=O)C1(Cl)Cl (stereo not given)	-5	0.1	-1.6	0
Cc1ccc(C)c(NC(=O)c2ccc(Cl)c(Cl)c2)c1	2	0.0	1.5	0
